Pf growth 48h – inhibits P. falciparum growth in the first generation, 48 h | AID 504832 | P. falciparum luciferase growth in erythrocytes, 48 h | Potency, µM (highest dose often 28.7 µM), for the others: at the highest dose activity change, negative = inhibition, usual class: inhibitors | hit rate 5.9% among 310,000
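Erythrocytes infected with P. falciparum carrying an integrated firefly luciferase reporter (2% hematocrit, 0.1% parasitemia final) were exposed to compounds in RPMI 1640 with 0.5% Albumax at 37 C, 5% CO2. Growth inhibition was scored as reduced luminescence.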
LmPK inhibitor – blocks Leishmania mexicana pyruvate kinase activity; Q27686; hit rate 0.37% among 290,000; Potency, µM (titrated, usually from 57.5 µM), inactives show top-dose activity change, negative = inhibition, hits mostly inhibitors; purified LmPK, Kinase-Glo ATP luminescence, 1 h; AID 1721
Target sequence (Q27686 whole entry, looked up): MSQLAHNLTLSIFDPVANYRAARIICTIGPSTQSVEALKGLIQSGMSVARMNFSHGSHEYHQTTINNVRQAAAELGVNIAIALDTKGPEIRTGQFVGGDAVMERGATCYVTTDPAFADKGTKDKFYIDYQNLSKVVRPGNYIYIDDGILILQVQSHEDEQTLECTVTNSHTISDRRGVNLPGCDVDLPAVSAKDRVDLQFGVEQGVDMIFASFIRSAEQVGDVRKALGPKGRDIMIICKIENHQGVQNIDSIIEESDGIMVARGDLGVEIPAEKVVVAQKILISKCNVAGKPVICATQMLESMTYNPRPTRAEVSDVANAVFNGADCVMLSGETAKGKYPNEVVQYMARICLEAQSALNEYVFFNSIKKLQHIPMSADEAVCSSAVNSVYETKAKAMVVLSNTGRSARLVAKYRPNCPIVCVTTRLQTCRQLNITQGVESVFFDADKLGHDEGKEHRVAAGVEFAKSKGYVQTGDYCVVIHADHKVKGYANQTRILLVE
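Pyruvate kinase activity monitored as ATP production (luciferase luminescence). Conditions: 0.1 nM enzyme, 0.5 mM PEP, 0.1 mM ADP, 1 h, RT; normalized against uninhibited and no-enzyme wells.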
Tb PYK inh – inhibitors of Trypanosoma brucei pyruvate kinase; Q57TT1; TbPYK enzyme, Kinase-Glo Plus ATP luminescence, 45 min; Potency, µM (doses to about 76.8 µM), for the others: top-dose activity, negative = inhibition, most hits filed as inhibitors; hit rate 0.12% among 410,000; AID 624173; further: nearly all actives have a fitted effect of over 50% in size
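Assay buffer: 50 mM TEA pH 7.2, 100 mM KCl, 10 mM MgCl2, 0.05% BSA, 0.01% Tween-20. Pyruvate kinase from T. brucei plus substrate met compound, then ADP (130 uM final). Luminescence was read post 45 min RT.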
Pf growth 96h – inhibits malaria parasite growth, 96 h. P. falciparum luciferase reporter growth, 96 h. hit rate 6.9% among 320,000. Potency, µM (highest dose often 28.7 µM), for inactives: at the highest dose activity change, negative = inhibition, hits mostly inhibitors. AID 504834
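Two-generation exposure (96 h) targets delayed-death phenotype. Reporter parasites carrying integrated firefly luciferase, in red cells at 2% hematocrit and 0.05% parasitemia final, kept at 37 C, 5% CO2; luminescence loss indicates inhibition.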
Sm TGR inh – inhibitors of Schistosoma mansoni thioredoxin glutathione reductase; Q962Y6; purified TGR, DTNB reduction, TNB absorbance 405 nm; Potency, µM (series often up to 114 µM), inactives show top-dose activity change, negative = inhibition, most hits filed as inhibitors; hit rate 3% among 360,000; AID 485364; further: nearly all actives have a fitted effect of over 60% in size
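First, TGR (20 nM dispensed) and NADPH were mixed with compound. Second, a 15 min room-temperature incubation followed. Third, further NADPH and then DTNB were added to start the reaction. Finally, TNB absorbance was monitored kinetically.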
HCV inhibitor – blocks hepatitis C virus; hit rate 3.4% among 340,000; Potency, µM (highest dose often 41.8 µM), for inactives: at the highest dose activity change, negative = inhibition, usual class: inhibitors; Huh7.5.1 HCVcc-Cre infection, luciferase reporter, 44 h; AID 651820
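Luciferase read-out (15 sec integration) after a 15 min room-temperature substrate step quantifies HCVcc-Cre infection. Cells, 1,000 per well, had compound added 4 h post-plating, then virus at ~0.5 moi, and were cultured 44 h.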
* = called active by the depositor; ? = inconclusive; nt = not tested or not shown; & = joins results of further samples; [ ] = dose if it differs, or a comment. The call rests on the fitted dose curve; in most records, active means well fitted curve in the direction sought with a large enough effect; inconclusive means small, poorly fitted or top-dose-only effect, or another doubt; inactive means no such curve, though single readings can be large; an effect the other way counts as inactive or inconclusive. On the % scale 0 is the no-effect control and ±100 the full control effect; potency means the concentration at half of the fitted maximal effect.

Every second line gives: Pf growth 48h	Sm TGR inh	LmPK inhibitor	Tb PYK inh	Pf growth 96h	HCV inhibitor
> NS(=O)(=O)c1ccc(S(=O)(=O)NCCc2ccccc2)cc1
  3.6%	0.0%	-1.4%	3.2%	?	12.6%
> Nc1ccn(CC(=O)NCc2ccccn2)c(=O)n1
  39.6%	-10.5%	nt	0.4%	39.7%[activator]	?
> COc1cc(C2=NOC(C(=O)NCc3cccs3)C2)cc(OC)c1OC (centres undefined)
  nt	3.8%	2.3%	3.9%	31.0%[activator]	-27.2%
> C/C(=N\NC(=O)c1ccc(Cn2cc([N+](=O)[O-])cn2)o1)c1cccc(NC(=O)c2cccnc2)c1
  -26.9%	0.9%	-1.2%	4.5%	4.15µM*	22.7%
> COc1cc(-c2cc(-c3ccc(O)cc3)nc(N)c2C#N)ccc1O
  ?	8.8%	0.2%	3.7%	5.86µM*	?
> CCOc1ccc(-n2nnc3c(=O)n(CC(=O)c4ccccc4)cnc32)cc1
  4.3%	8.9%	1.9%	-0.2%	9.4%	-23.0%
> C/C(=N\NC(=O)Cn1nc(C)cc1C)c1ccc([N+](=O)[O-])cc1
  16.2%	4.4%	2.1%	0.6%	45.4%[activator]	13.9%
> O=C1C2C3C=CC(C3)C2C(=O)N1CNc1ccc(O)cc1 (centres undefined)
  -69.6%	44.7µM*	-2.8%	nt	?	nt
> O=[N+]([O-])c1cc(-n2cnnn2)c(O)c([N+](=O)[O-])c1
  -1.0%	0.0%	0.5%	-0.8%	8.8%	12.2%
> O=[N+]([O-])c1cc(S(=O)(=O)NCCN2CCOCC2)ccc1Cl
  -15.9%	?	3.4%	-1.3%	-21.2%	?
> CC(=O)Oc1ccc(C(=O)Nc2ccc3c(c2)C(=O)N(CCC(=O)O)C3=O)cc1
  nt	0.3%	-14.6%	0.9%	11.7µM*	-3.6%
> COc1cc(/C=C/C(=O)N2CCOCC2)ccc1OCc1ccccc1
  -5.8%	1.7%	-0.6%	-2.5%	35.8%[activator]	?
> Cc1nc2ccccc2c(=O)n1-c1ccc(NS(=O)(=O)c2ccccc2)cc1
  -3.6%	-3.2%	nt	-2.1%	4.9%	?
> Cc1cc(OC(=O)c2cc(F)c(F)cc2Cl)nc(C)n1
  32.6%[activator]	-24.3%	0.7%	5.1%	46.6%	-5.9%
> COc1cc(/C=N/NS(=O)(=O)c2ccccc2)ccc1OS(=O)(=O)c1ccc(C)cc1
  2.6%	-8.8%	4.4%	2.0%	2.1%	-26.9%
> CC(=O)c1cccc(N(C(=O)c2ccco2)C(C(=O)NC2CCCC2)c2cccs2)c1 (centres undefined)
  ?	4.9%	3.5%	-0.8%	-26.0%	-13.6%
> CC(Oc1ccc(Cl)cc1Cl)C(=O)NNC(=O)[C@@H]1CCCC[C@@H]1C(=O)O (some centres undefined)
  18.1%	0.0%	-2.8%	7.4%	0.5%	18.1%
> COc1cc(-c2nc3cnccn3c2Nc2ccccc2)ccc1O
  ?	-15.3%	7.2%	1.6%	5.22µM*	-21.8%
> Cc1ccc(S(=O)(=O)N(C)C)cc1NC(=O)COC(=O)CSc1ccccc1
  3.2%	-7.6%	nt	1.6%	11.2%	1.1%
> Cc1nn(Cc2c(Cl)cccc2Cl)c(Cl)c1C(=O)O
  -4.4%	-6.1%	1.8%	0.8%	-0.4%	-9.5%

Overlap with the part before: 3 compounds, then new ones.
Every second line gives: Pf growth 48h	Sm TGR inh	LmPK inhibitor	Tb PYK inh	Pf growth 96h	HCV inhibitor
> COc1cc(-c2nc3cnccn3c2Nc2ccccc2)ccc1O
  ?	-15.3%	7.2%	1.6%	5.22µM*	-21.8%
> Cc1ccc(S(=O)(=O)N(C)C)cc1NC(=O)COC(=O)CSc1ccccc1
  3.2%	-7.6%	nt	1.6%	11.2%	1.1%
> Cc1nn(Cc2c(Cl)cccc2Cl)c(Cl)c1C(=O)O
  -4.4%	-6.1%	1.8%	0.8%	-0.4%	-9.5%
> CCOC(=O)c1c(C)[nH]c(C)c1C(=O)Cn1nnc(-c2ccccc2C)n1
  -2.5%	-9.3%	-5.7%	-1.4%	-21.2%	?
> CCCCCCN1CCN(c2ccc(Cl)cc2)CC1
  -27.7%	3.5%	-3.5%	-3.4%	24.4%	-3.8%
> Cc1ccc(-c2cc(C(F)(F)F)c(C#N)c(SCC(=O)O)n2)cc1
  -7.2%	2.1%&0.9%	-0.9%	-1.4%&-2.7%	189.8%[activator]	17.9%
> CN1CCN(c2cc(N3CCc4ccccc4C3)c(F)cc2[N+](=O)[O-])CC1
  ?	-4.6%	8.8%	1.6%	?	?
> COc1ccc(NC(=O)CSCC(=O)Nc2ccc(C)c(S(=O)(=O)N3CCCCCC3)c2)cc1
  3.0%	-0.6%	nt	4.0%	?	?
> CCOCCCN(C(=O)c1snc(C(N)=O)c1N)C(C(=O)NC1CCCC1)c1ccc(OC)cc1 (centres undefined)
  8.28µM*	-6.0%	2.9%	-5.6%	5.4%	-1.7%
> CCOC(=O)C1=C(CN2CCCCC2)NC(=O)NC1c1cc(C)ccc1C (centres undefined)
  nt	8.7%&-27.6%	-0.1%	0.5%&0.7%	0.0%	nt
> CC(C)C[C@H](N)c1cn([C@@H](CCCCN)C(=O)N2CCNCC2)nn1
  70.6%[activator]	6.4%	-4.3%	3.0%	63.0%[activator]	?
> O=C(CCN1C(=O)/C(=C\c2cccc(Br)c2)SC1=S)N1CCOCC1
  0.5%	-25.3%	1.1%	-4.5%	?	-26.2%
> CCc1nc2cccnc2n1-c1ccc(CC(=O)NCCOC)cc1
  -20.3%	6.5%	0.3%	-21.9%	-17.4%	10.9%
> CCc1noc(C)c1C(=O)Nc1cc(Cl)ccc1N1CCCC1
  -12.9%	-5.7%	nt	-2.7%	?	?
> CCOc1ccc(C(=O)O/N=C(\N)c2ccccn2)cc1
  -89.5%	5.8%	?	12.6µM*	0.0%	-4.3%
> O=C1N/C(=C/c2ccc(N3CCOCC3)o2)C(=O)N1c1cccc(Cl)c1
  -0.6%	2.82µM*	-0.9%	?	-3.8%	?
> COc1ccc(NC(=O)Nc2ccccc2)cc1S(=O)(=O)N1CCCCC1
  ?	-4.4%	-2.7%	2.4%	-7.9%	?
> Cc1nn2c(N3CCCC3)cc(C(C)C)nc2c1-c1ccccc1
  -5.8%	?	5.5%	7.5%	16.8%	14.1µM*
> COc1ccc(C2(C(=O)NCc3ccccc3Cl)CCOCC2)cc1OC
  7.3%	nt	-2.5%	2.2%	25.3%	-9.3%
> CCOc1ccccc1N1CCN(Cc2cn[nH]c2-c2ccc(F)cc2)CC1
  ?	10.3%	4.8%	2.3%	?	-23.5%
> Cc1noc(C)c1COC(=O)c1cccnc1SCC(=O)Nc1ccc2c(c1)OCO2
  ?	-1.5%	-4.3%	9.2%	9.28µM*	?
> Cc1cccc(OCCCN2C(=O)C(=O)c3cc(C)ccc32)c1
  -7.3%	5.8%[57.1 µM]	-6.2%	-9.6%	7.1%	?
> COc1ccc(CN(Cc2ccc(C(=O)O)cc2)C(=S)Nc2cccc(C)c2)cc1OC
  7.0%	-0.2%	10.6%	-7.9%	?	12.7%
> Cc1nnc(SCc2nnc(-c3cccs3)o2)n1C1CCCCC1
  -6.9%	3.9%	0.9%	-7.8%	?	-1.2%
> NC(=O)CCCn1c(C(=O)c2ccc(Cl)cc2)c2ccc([N+](=O)[O-])cc2[n+]1[O-]
  ?	?	nt	2.0%	?	?
> CC(=O)Nc1ccc(/C=N/Nc2ccc(C(=O)c3c(C)cc4ccccn34)cc2[N+](=O)[O-])cc1
  12.3%	7.4%	-15.7%	-4.1%	92.7%[activator]	-2.4%
> CCCCN=C(N)/C(C(=O)OCC)=C(\O)c1ccc(OC)cc1
  ?	-7.8%	3.3%	4.4%	?	-18.8%
> CCS(=O)(=O)N1CCCC(C(=O)NCCCN(C)Cc2ccccc2)C1 (centres undefined)
  32.9%[activator]	16.9%	4.6%	1.2%	202.9%[activator]	3.0%
> Cn1c(=O)c(=O)n(C)c2cc(S(=O)(=O)N3CC(=O)N(CCc4ccccc4)C(=O)C3)ccc21
  11.4%	5.3%	7.0%	-1.3%	1.8%	10.9%
> CCOc1ccc(C(C)NC(=O)Nc2ccc(F)cc2F)cc1 (centres undefined)
  12.3%	-10.3%	-4.0%	-2.2%	0.0%	-26.0%
> CC1CCCCC1NC(=O)Cn1cc([N+](=O)[O-])ccc1=O (centres undefined)
  -2.2%	-22.2%	nt	1.4%	-12.4%	21.4%
> O=C(O)CCC(=O)OCC1CCCCC1
  13.2%	-11.8%	3.3%	11.4%	nt	3.5%
> COc1cccc(C2c3[nH]c4ccccc4c3CCN2Cc2ncc[nH]2)c1 (centres undefined)
  ?	0.4%[57.1 µM]	-6.1%	-7.5%	4.4%	-6.5%
> Nc1nc2sc3c(c2cc1C(=O)NCC(=O)O)CCCC3
  4.2%[0.00184 µM]	-20.0%	1.8%	-31.1%	?	14.7%
> COc1ccc(CN2CC(C(=O)NCCCN3CCN(Cc4ccccc4)CC3)CC2=O)cc1 (centres undefined)
  -10.5%	-5.3%	0.4%	-1.9%	-3.7%	-13.4%
> CCn1cc(C2Nc3ccccc3C(=O)N2O)c(C)n1 (centres undefined)
  46.7%[activator]	?	-6.3%	-10.0%	-13.3%	18.7%
> Clc1ccc(SCCCCn2cncn2)cc1
  0.6%	-11.9%	-7.0%	1.3%	nt	-1.8%
> O=C(COC(=O)C1CC2C=CC1C2)NCc1ccc(F)cc1 (centres undefined)
  20.0%	-11.0%	-0.4%	-12.6%	52.1%[activator]	10.6%
> COc1ccc(CN2C(=O)c3oc4ccccc4c(=O)c3C2c2ccc(O)c(OC)c2)cc1 (centres undefined)
  ?	-4.2%&7.5%	0.9%	2.7%&3.6%	-15.8%	5.7%
> CCO[C@@H]1OC(C(=O)O)=C[C@H](C)[C@H]1CCCO
  89.2%[activator]	1.4%	-8.5%	0.5%	104.1%[activator]	11.9%
> Cc1ccc2c(c1)N(CCC(=O)NCCCN1CCCC1)C(=O)C(C)O2 (centres undefined)
  -6.4%	-14.6%	-2.8%	6.3%	0.4%	-12.1%
> C=CCN(Cc1cccc(OC)c1OC)S(=O)(=O)N(C)C
  43.7%[activator]	0.0%	1.8%	2.2%	46.2%[activator]	17.0%
> CCN(CC)c1ccc(/C=N/NC(=O)CNC(=O)c2ccccn2)cc1
  6.0%	-0.7%	-0.4%	0.6%	-31.2%	6.0%
> CCCCC(=O)N=c1sc2cc(S(C)(=O)=O)ccc2n1C
  8.6%	-8.0%	-0.2%	-5.4%	-8.3%	26.4%
> CCOC(=O)CSc1ncc(-c2cccc(Cl)c2)cn1
  0.8%	-21.3%	3.0%	-3.4%	51.5%[activator]	?
> Cc1nnc(Sc2nc3c(c(=O)n(C)c(=O)n3C)n2Cc2ccc(Cl)cc2)s1
  ?	1.3%	3.7%	7.4%	?	?

Compounds were not picked by outcome; overall some 16% were active at least once.
